Screening data as filed in PubChem BioAssay.
NCI-60 one-dose screen, 48 h, at 10 µM unless noted. Numbers give growth in % (100 = growth as untreated, 0 = no growth, -100 = all killed).
MDA-MB-435 – MDA-MB-435 melanoma; hit rate 7.8% among 82,000
RPMI-8226 – RPMI-8226 leukemia cells. hit rate 7.5% among 77,000
HOP-92 – HOP-92 NSCLC cells | hit rate 6.3% among 71,000 | AID 1794738
K-562 – K-562 leukemia; hit rate 7.4% among 78,000; AID 1794777
CCRF-CEM – CCRF-CEM leukemia; hit rate 7% among 77,000
HOP-62 – HOP-62 NSCLC; hit rate 3.9% among 80,000
MOLT-4 – MOLT-4 leukemia cells | hit rate 6.9% among 80,000
SR – SR leukemia cells. AID 1794780. hit rate 8.7% among 73,000
* hit, by the source's call; nt = not tested or not shown; & = joins results of further samples. How the source made its calls: active means growth percent below 10; inactive means the rest. No enrichment for hits; overall some 14% were active at least once.

1	CCCCCCCCCCCCCCCCCC(=O)OCC
2	Cn1c(SCC(=O)NNc2ncnc3ccccc23)nc(-c2ccc(O)cc2)c(C#N)c1=O
3	COC(=O)c1ccccc1NC1=C(Cl)C(=O)c2nc(C)ccc2C1=O
4	CCCOC(=O)COc1ccccc1
5	O=C1CN(CCO)C(=O)C2CC(O)Cc3cc(Cl)ccc3C12 (stereo not given)
entry no.,1,2,3,4,5
HOP-92,97,99,120,nt,92
RPMI-8226,118,105,95,103,97
HOP-62,nt,89,82,96,99
SR,113,97,103,101,95
MOLT-4,108,98,80,100,99
MDA-MB-435,110,107,114,114,96
K-562,97,87,87,102,104
CCRF-CEM,114,102,62,94,93

6	CCc1nc2cc(/C=C/C(=O)NO)ccc2c(=O)n1CCc1ccc(OC)cc1
7	COc1ccc(/C(=N\NC(N)=S)c2ccccc2)cc1OC
8	CC(C)C1CCC(C(=O)N[C@@H](Cc2ccccc2)C(=O)O)CC1 (stereo not given in full)
9	N[C@@H](CC/[N+]([O-])=N/O)C(=O)O
10	CC(=O)OC1CC(C)CCC1C(C)C (stereo not given)
entry no.,6,7,8,9,10
HOP-92,22,114,nt,107,99
RPMI-8226,10,99,119,101,83
HOP-62,17,104,97,101,95
SR,14,97,nt,126,90
MOLT-4,5.4*,101,112,104,92
MDA-MB-435,7.7*,97,111,98,104
K-562,8.1*,87,109,nt,105
CCRF-CEM,10,99,115,105,91

11	Nc1ccc(O)c(N)c1
12	O=C(O)c1cn(C2CC2)c2cc(N3CCN(C(=O)CN4C(=O)S/C(=C\c5ccco5)C4=O)CC3)c(F)cc2c1=O
13	CC(C)Sc1nc(NC2CC2)c(C#N)c(-c2ccccc2)n1
14	CC1(C)CCC(C)(C)NC(=S)N1
15	COc1cccc2cc(C(=O)OCC(=O)Nc3nc(-c4ccccc4)cs3)c(=O)oc12
entry no.,11,12,13,14,15
HOP-92,119,102,58&76,107,100
RPMI-8226,130,113,94&91,96,68
HOP-62,62,79,34&72,95,98
SR,107,91,100&97,92,53
MOLT-4,119,106,102&93,97,80
MDA-MB-435,101,98,99&88,111,101
K-562,81,99,90&88,103,69
CCRF-CEM,108,nt,96&85,102,62

16	COc1cc(-c2nc(C(=O)NCCC(=O)NO)nn2-c2ccc(Cl)cc2)cc(OC)c1OC
17	C=C1CCC2C3(C)COC(c4cccs4)OC3CCC2(C)C1C/C=C1/C(=O)CCC1OC(C)=O (stereo not given)
18	Cc1cccc(N2CCN(c3ncnc4sc5c(c34)CCNC5)CC2)c1
19	CC1(C)CC[C@]2(C(=O)N[C@@H](Cc3ccccc3)C(=O)O)CC[C@]3(C)C(=CC[C@@H]4[C@@]5(C)Cc6c([nH]c7ccccc67)C(C)(C)[C@@H]5CC[C@]43C)[C@@H]2C1
20	O=Cc1ccc(OCc2cn(CC(=O)Nc3nc4ccccc4s3)nn2)cc1
entry no.,16,17,18,19,20
HOP-92,104,94,64,58,102
RPMI-8226,98,38,80,56,94
HOP-62,96,96,73,90,101
SR,96,39,73,76,96
MOLT-4,101,86,87,69,101
MDA-MB-435,107,91,80,81,104
K-562,100,60,76,64,100
CCRF-CEM,93,15,104,nt,98

21	OC(c1cccc(C(F)(F)F)c1)c1cnc(C(F)(F)F)cc1NC1CCCCCC1 (stereo not given)
22	Cc1cc(C)n(-c2nc(-c3cccs3)c(C#N)c(=O)[nH]2)n1
23	C[C@H]1[C@H](C)CC[C@]2(C(N)=O)CC[C@]3(C)C(=CC[C@@H]4[C@@]5(C)Cc6c([nH]c7ccccc67)C(C)(C)[C@@H]5CC[C@]43C)[C@H]12
24	CC/C=C\C[C@H](O)C/C=C1/C(=O)C=C[C@@H]1C/C=C\CCCC(=O)NC(C)C
25	CCOC(=O)[C@@H](F)[C@H](Br)C(=O)OCC
entry no.,21,22,23,24,25
HOP-92,67,102,81,65,102
RPMI-8226,70,105,59,-5.3*,102
HOP-62,87,81,92,-17*,98
SR,nt,100,77,-25*,93
MOLT-4,77,87,60,-18*,103
MDA-MB-435,87,95,99,5.4*,88
K-562,60,87,54,3.3*,100
CCRF-CEM,95,103,65,-13*,106

26	COc1ccc(/C=N/NC(=O)Cn2nc(-c3ccccc3)ccc2=O)cc1OC
27	CC(C)=C[C@@H]1CC2Cc3c(C)cc(C)cc3N1O2 (stereo not given in full)
28	CCN(CC)c1ccc(N)cc1Cl
29	Cc1sccc1Br
30	O=P(c1ccccc1)(c1ccccc1)C(O)c1ccc(F)cc1 (stereo not given)
entry no.,26,27,28,29,30
HOP-92,90,nt,112,87,112
RPMI-8226,89,108,105,100,105
HOP-62,97,98,108,98,101
SR,88,101,139,108,102
MOLT-4,91,85,113,94,97
MDA-MB-435,121,103,105,114,92
K-562,87,95,154,107,104
CCRF-CEM,102,102,106,126,94

31	O=C1C2C(c3ccccc3)=C(c3ccccc3)C1[C@@]1(c3ccccc3)C(c3ccccc3)=CC(=O)[C@@H]21 (stereo not given in full)
32	NC(=S)N1N=C(c2ccc(Cl)cc2)CC1c1ccc2c(c1)OCO2 (stereo not given)
33	Oc1cccc(-c2nn(-c3ccccc3)cc2-c2ccnc(N3CCOCC3)c2)c1
34	CN1C(=C2C(=O)OC(C)(C)OC2=O)CCC1C(=O)NCc1ccc(Cl)cc1Cl (stereo not given)
35	Cc1ccc(S(=O)(=O)NCCCSCCSCCCN)cc1
entry no.,31,32,33,34,35
HOP-92,52,104,48,85,104
RPMI-8226,24,nt,59,83,106
HOP-62,69,116,87,85,89
SR,nt,93,73,95,88
MOLT-4,39,85,71,95,100
MDA-MB-435,80,99,104,109,104
K-562,39,83,68,98,100
CCRF-CEM,71,84,93,86,102

36	COc1ccc(CNc2nc3ccccc3c3c(=O)c4ccccc4sc23)cc1OC
37	O=c1[nH]c(=O)n(C2CC(O)C(CO)O2)cc1NCc1ccccc1 (stereo not given)
38	CCOC(=O)c1c(NC(=S)Nc2ccc([N+](=O)[O-])cc2)sc2c1CCCCC2
39	CC1(C)SC(N)=NC1=O
40	CN1CCN(Cc2ccc(NC(=O)c3cncc(C#Cc4cnc5ccc(OCCCS(C)(=O)=O)nn45)c3)cc2C(F)(F)F)CC1
41	Cc1ccc(/C=C/C2=NN(C(N)=O)C(c3ccc(C)s3)C2)s1 (stereo not given)
entry no.,36,37,38,39,40,41
HOP-92,43,78,0.0*,nt,-27*,nt
RPMI-8226,87,109,47,97,-4.0*,98
HOP-62,80,97,102,103,-48*,88
SR,65,105,62,106,3.0*,91
MOLT-4,87,102,73,111,2.9*,91
MDA-MB-435,92,109,88,97,-23*,103
K-562,69,117,81,106,5.4*,96
CCRF-CEM,85,94,64,48,6.4*,106

2 compounds picked at random from the list so far:
39	CC1(C)SC(N)=NC1=O
37	O=c1[nH]c(=O)n(C2CC(O)C(CO)O2)cc1NCc1ccccc1 (stereo not given)
entry no.,39,37
HOP-92,nt,78
RPMI-8226,97,109
HOP-62,103,97
SR,106,105
MOLT-4,111,102
MDA-MB-435,97,109
K-562,106,117
CCRF-CEM,48,94

Entries above that contain four or more nitrogen atoms:
2	Cn1c(SCC(=O)NNc2ncnc3ccccc23)nc(-c2ccc(O)cc2)c(C#N)c1=O
12	O=C(O)c1cn(C2CC2)c2cc(N3CCN(C(=O)CN4C(=O)S/C(=C\c5ccco5)C4=O)CC3)c(F)cc2c1=O
13	CC(C)Sc1nc(NC2CC2)c(C#N)c(-c2ccccc2)n1
16	COc1cc(-c2nc(C(=O)NCCC(=O)NO)nn2-c2ccc(Cl)cc2)cc(OC)c1OC
18	Cc1cccc(N2CCN(c3ncnc4sc5c(c34)CCNC5)CC2)c1
20	O=Cc1ccc(OCc2cn(CC(=O)Nc3nc4ccccc4s3)nn2)cc1
22	Cc1cc(C)n(-c2nc(-c3cccs3)c(C#N)c(=O)[nH]2)n1
entry no.,2,12,13,16,18,20,22
HOP-92,99,102,58&76,104,64,102,102
RPMI-8226,105,113,94&91,98,80,94,105
HOP-62,89,79,34&72,96,73,101,81
SR,97,91,100&97,96,73,96,100
MOLT-4,98,106,102&93,101,87,101,87
MDA-MB-435,107,98,99&88,107,80,104,95
K-562,87,99,90&88,100,76,100,87
CCRF-CEM,102,nt,96&85,93,104,98,103

26	COc1ccc(/C=N/NC(=O)Cn2nc(-c3ccccc3)ccc2=O)cc1OC
33	Oc1cccc(-c2nn(-c3ccccc3)cc2-c2ccnc(N3CCOCC3)c2)c1
40	CN1CCN(Cc2ccc(NC(=O)c3cncc(C#Cc4cnc5ccc(OCCCS(C)(=O)=O)nn45)c3)cc2C(F)(F)F)CC1
entry no.,26,33,40
HOP-92,90,48,-27*
RPMI-8226,89,59,-4.0*
HOP-62,97,87,-48*
SR,88,73,3.0*
MOLT-4,91,71,2.9*
MDA-MB-435,121,104,-23*
K-562,87,68,5.4*
CCRF-CEM,102,93,6.4*
